MMP13 inh – inhibitors of human MMP13; MMP-13 fTHP FRET cleavage, Mca fluorescence; inhibition, % at 4 µM; 65,000 tested, 0.07% active;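 active = inhibition above the mean of compound-free control plate wells plus 3 SD, cut at about 14% in these data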;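 also: 0% = DMSO wells and 100% = wells with reference MMP-13 inhibitor after basal subtraction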
5HT1a ag – agonists of human 5-HT1a serotonin receptor. activation, % at 10 µM. P08908. 65,000 tested, 0.56% active. CHO 5-HT1a Ga15 NFAT-bla reporter, FRET ratio; 0% basal, 100% maximal reference agonist;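 active = activation above the screen-wide mean activation plus 3 SD, cut at about 19% in these data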;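 also: 0% = DMSO wells and 100% = 5-CT at EC100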
TNAP act DEA – human TNAP activation, intermediate phosphate acceptor | 64,000 tested, under 10 active | activation factor at 20 µM | P05186 | AID 813 | purified TNAP, CDP-star luminescence, 100 mM DEA, 30 min; stronger effect = higher value; scale: 0 levamisole-inhibited, 1 vehicle-only enzyme;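 active = activation factor of at least 2 at 20 µM, relative to controls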
5HT1a antag – 5-HT1a (human) receptor antagonism; P08908; CHO 5-HT1a Ga15 NFAT-bla reporter, antagonist mode; inhibition, % at 10 µM; 62,000 tested, 0.68% active;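 active = inhibition above the mean of all tested compounds plus 3 SD, cut at about 43% in these data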;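 also: receptor stimulated by 5-CT agonist at 100 nM near EC80; beta-lactamase reporter measured by ratiometric fluorescence of a cleavable substrate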
SF1 activator – activators of human nuclear receptor SF-1. Q13285. CHO-K1 Gal4-SF-1 LBD luciferase reporter; % increase over DMSO SF-1-specific signal. activation, % at 10 µM. 65,000 tested, 1.9% active. AID 522;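 active = activation above the mean activation of all tested compounds plus 3 SD, cut at about 50% in these data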
Target sequence (Q13285 whole entry, looked up, the tested form may be a part): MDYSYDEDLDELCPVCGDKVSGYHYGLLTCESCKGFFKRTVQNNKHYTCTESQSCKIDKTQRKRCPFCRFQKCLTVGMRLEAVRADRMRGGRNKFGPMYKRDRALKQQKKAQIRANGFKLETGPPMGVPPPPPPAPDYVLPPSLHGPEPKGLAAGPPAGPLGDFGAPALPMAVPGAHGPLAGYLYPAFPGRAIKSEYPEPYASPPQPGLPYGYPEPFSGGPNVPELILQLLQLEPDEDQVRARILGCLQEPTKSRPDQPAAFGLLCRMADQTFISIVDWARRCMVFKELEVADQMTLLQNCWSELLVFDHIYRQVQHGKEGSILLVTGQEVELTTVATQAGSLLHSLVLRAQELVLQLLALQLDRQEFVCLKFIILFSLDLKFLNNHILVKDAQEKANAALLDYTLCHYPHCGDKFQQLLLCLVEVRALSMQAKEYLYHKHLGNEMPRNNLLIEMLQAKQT
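material = CHO-K1 cells with Gal4–hSF-1 LBD chimera plus Gal4-driven luciferase | compound = 10 µM single point, 1% DMSO | incubation = 20 h compound exposure at 37 °C after 1 h cell settling | measured by = SteadyLite luciferase luminescence | evaluation = percent activation relative to DMSO median and mock-transfected background | control set = DMSO negative control and −SF1 background wells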
Autofluor 339 – intrinsic fluorescence of library compounds, ex339/em460 – biochemical, MLSMR library, data from DPM-DC assay, artefact control, profiling panel; compound autofluorescence, ex339/em460 nm, NADH buffer; stronger effect = higher value; 1 = no-compound wells, NADH background; fluorescence fold increase at 10 µM; 65,000 tested, 5.5% active; AID 709;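 active = at 10 µM, mean starting fluorescence two-fold or more over control wells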;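 also: signal is the first read of a kinetic run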
Abs 340nm – compound absorbs light at 340 nm; 65,000 tested, under 10 active; fold change at 10 µM; compound absorbance at 340 nm, fold over control;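 active = at 10 µM dose, initial 340 nm absorbance at least 2 fold that of control wells; inactive = change under 2 fold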;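 also: initial absorbance extrapolated from kinetic A340 decline of NADH oxidation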
RORa activator – RORA (human) activation. P35398. CHO-K1 Gal4-RORA LBD luciferase reporter, luminescence; percent increase over mock-subtracted basal signal. activation, % at 10 µM. 65,000 tested, 1.5% active. AID 560;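 active = activation above the mean of all tested compounds plus 3 SD, cut at about 49% in these data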;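 also: 0% = DMSO-treated RORA cells and 100% = added signal equal to DMSO minus mock-transfected cells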
Target sequence (P35398 whole entry, looked up, the tested form may be a part): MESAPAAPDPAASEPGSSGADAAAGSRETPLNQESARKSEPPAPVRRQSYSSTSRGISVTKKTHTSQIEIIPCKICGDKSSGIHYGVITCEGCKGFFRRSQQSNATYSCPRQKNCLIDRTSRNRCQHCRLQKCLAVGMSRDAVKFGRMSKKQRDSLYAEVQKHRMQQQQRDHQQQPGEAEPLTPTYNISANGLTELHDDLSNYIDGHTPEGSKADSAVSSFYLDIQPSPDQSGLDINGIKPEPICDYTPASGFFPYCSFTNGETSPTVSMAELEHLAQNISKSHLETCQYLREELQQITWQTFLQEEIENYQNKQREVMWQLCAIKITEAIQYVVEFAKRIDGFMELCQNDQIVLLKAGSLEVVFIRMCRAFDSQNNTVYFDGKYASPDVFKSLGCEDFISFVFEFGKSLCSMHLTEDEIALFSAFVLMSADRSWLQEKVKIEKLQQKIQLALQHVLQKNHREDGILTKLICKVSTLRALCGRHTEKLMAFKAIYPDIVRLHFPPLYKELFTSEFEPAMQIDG
NADH enzymes – blocks coupling enzymes of NAD/NADH assays; AID 774; 65,000 tested, 0.02% active; IC50, µM (doses to about 10 µM), without a hit: top-dose inhibition; coupled PK/LDH NADH assays, four targets;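 active = single-dose screening hits from any of four coupled enzyme assays that gave an IC50 when retested across doses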;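 also: the DPM-DC format reads NADH fluorescence rather than 340 nm absorbance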
Active calls of the source: *.

Screening C=CCn1c(Cc2cccs2)nnc1SCC(=O)c1ccc(F)cc1 returned MMP13 inh 1.4, 5HT1a ag 0.2, TNAP act DEA 0.9, 5HT1a antag 10.0, SF1 activator 21.6, Autofluor 339 1.12, Abs 340nm 1.08, RORa activator 20.2 and NADH enzymes 6.0%.
For Oc1ccccc1-c1nnc(COc2ccc(Cl)cc2Cl)o1 the results were MMP13 inh 2.6, 5HT1a ag 0.0, TNAP act DEA 0.8, 5HT1a antag -11.7, SF1 activator 9.2, Autofluor 339 1.05, Abs 340nm 0.99, RORa activator -15.6 and NADH enzymes 6.0%.
For Cc1ccccc1OCCCC(=O)Nc1ccc2c(c1)OCO2 the results were MMP13 inh 1.5, 5HT1a ag 0.3, TNAP act DEA 0.9, 5HT1a antag -5.2, SF1 activator 14.1, Autofluor 339 1.07, Abs 340nm 1.01, RORa activator 0.1 and NADH enzymes 1.0%.
For CCN(CC)c1ccc(NC(=O)Nc2ccc(C(C)=O)cc2)cc1 the results were MMP13 inh 5.0, 5HT1a ag 0.4, TNAP act DEA 1, 5HT1a antag 18.3, SF1 activator 19.1, Autofluor 339 1.11, Abs 340nm 1.01, RORa activator 3.0 and NADH enzymes 2.0%.
Screening CCOc1ccc(C2CC(=O)NC(SC)=C2C#N)cc1 (configuration not stated) returned MMP13 inh 11.4, 5HT1a ag -0.8, TNAP act DEA 0.9, 5HT1a antag 2.7, SF1 activator -4.0, Autofluor 339 1.06, Abs 340nm 1.06, RORa activator -5.1 and NADH enzymes 1.0%.
Screening COc1ccc(N(CC(=O)NCc2ccco2)S(C)(=O)=O)cc1Cl returned MMP13 inh 0.7, 5HT1a ag 1.2, TNAP act DEA 0.9, 5HT1a antag 15.1, SF1 activator 26.8, Autofluor 339 1.1, Abs 340nm 1.03, RORa activator -1.5 and NADH enzymes 3.0%.
For COCCn1c(SCC(=O)Nc2cccc(OC)c2)nnc1-c1ccccc1 the results were MMP13 inh 5.8, 5HT1a ag -3.9, TNAP act DEA 0.9, 5HT1a antag 0.7, SF1 activator -13.6, Autofluor 339 1.03, Abs 340nm 0.99, RORa activator -0.5 and NADH enzymes 4.0%.
COc1ccc(OC)c(S(=O)(=O)n2nnc3cc(Cl)ccc32)c1 was read as MMP13 inh -7.4, 5HT1a ag -0.2, TNAP act DEA 0.9, 5HT1a antag -12.5, SF1 activator -15.7, Autofluor 339 1.05, Abs 340nm 0.99, RORa activator -2.1 and NADH enzymes 7.0%.
`COc1ccc(Nc2cc(C)nc3ncnn23)c(OC)c1` gave MMP13 inh -14.9, 5HT1a ag -2.8, TNAP act DEA 1, 5HT1a antag -0.3, SF1 activator -1.2, Autofluor 339 1.05, Abs 340nm 1.04, RORa activator -3.9 and NADH enzymes 3.0%.
For Cn1c(=O)[nH]c(=O)c2c1nc(Br)n2CCSc1nc2ccccc2o1 the results were MMP13 inh -0.5, 5HT1a ag 1.5, TNAP act DEA 0.9, 5HT1a antag 2.8, SF1 activator 15.2, Autofluor 339 1.05, Abs 340nm 1.01, RORa activator -6.6 and NADH enzymes 5.0%.
For COc1ccc(C2NCCC3(O)CCCCC23)c(OC)c1OC (configuration not stated) the results were MMP13 inh 3.4, 5HT1a ag -2.0, TNAP act DEA 0.9, 5HT1a antag -3.1, SF1 activator -4.3, Autofluor 339 1.03, Abs 340nm 1.04, RORa activator 21.8 and NADH enzymes 8.0%.
`CCOC(=O)C(Sc1ncn[nH]1)c1ccccc1` (configuration not stated) gave MMP13 inh -0.9, 5HT1a ag -0.8, TNAP act DEA 0.8, 5HT1a antag -8.8, SF1 activator 7.1, Autofluor 339 0.94, Abs 340nm 1, RORa activator -6.3 and NADH enzymes 3.0%.
CCn1c(-c2ccc(OC)c(OC)c2)n[nH]c1=S was read as MMP13 inh -6.0, 5HT1a ag 0.1, TNAP act DEA 0.9, 5HT1a antag -4.2, SF1 activator -5.3, Autofluor 339 1.12, Abs 340nm 1.04, RORa activator -4.8 and NADH enzymes 10.0%.
Cc1ccc2nc(-c3ccccn3)cc(C(=O)NC3CCN(C)CC3)c2c1 was read as MMP13 inh -43.0, 5HT1a ag -2.7, TNAP act DEA 0.9, 5HT1a antag 8.0, SF1 activator 11.3, Autofluor 339 2.95*, Abs 340nm 1.09, RORa activator -8.0 and NADH enzymes 7.0%.
For CCn1c(SCC(=O)Nc2nc(-c3ccccc3)cs2)nnc1-c1ccccc1 the results were MMP13 inh -2.0, 5HT1a ag 0.8, TNAP act DEA 1.1, 5HT1a antag 15.1, SF1 activator 11.4, Autofluor 339 1.11, Abs 340nm 1.05, RORa activator 21.2 and NADH enzymes 3.0%.
Screening O=c1c2cc(N3CCOCC3)ccc2[nH]c(=S)n1CCCN1CCCCC1 returned MMP13 inh -42.6, 5HT1a ag -0.5, TNAP act DEA 0.9, 5HT1a antag -5.8, SF1 activator 9.6, Autofluor 339 2.15*, Abs 340nm 1.02, RORa activator 15.2 and NADH enzymes 5.0%.
`Cc1cccc2cc(CN(CC3CCCO3)C(c3nnnn3Cc3ccco3)C(C)C)c(=O)[nH]c12` (configuration not stated) gave MMP13 inh -11.5, 5HT1a ag 2.9, TNAP act DEA 0.9, 5HT1a antag 6.7, SF1 activator 5.0, Autofluor 339 1.08, Abs 340nm 1.03, RORa activator 6.8 and NADH enzymes 2.0%.
O=C(CSc1ncn[nH]1)N1CCN(c2nnc(-c3ccccc3)c3ccccc23)CC1 was read as MMP13 inh -7.4, 5HT1a ag -2.5, TNAP act DEA 0.8, 5HT1a antag -2.0, SF1 activator -8.3, Autofluor 339 1.09, Abs 340nm 1.08, RORa activator 9.5 and NADH enzymes 5.0%.
For Cc1ccccc1CN1C(=O)C2(OCCCO2)c2ccccc21 the results were MMP13 inh -1.0, 5HT1a ag -0.1, TNAP act DEA 0.8, 5HT1a antag 10.6, SF1 activator -6.2, Autofluor 339 1.12, Abs 340nm 1.01, RORa activator -6.0 and NADH enzymes 4.0%.
`c1ccc(COc2cccc(CNn3cnnc3)c2)cc1` gave MMP13 inh 4.6, 5HT1a ag -2.1, TNAP act DEA 0.9, 5HT1a antag 1.5, SF1 activator -0.6, Autofluor 339 1.1, Abs 340nm 1.06, RORa activator -11.9 and NADH enzymes 7.0%.
`CCC1(C)N(O)C(C)(C)C(c2ccc(OC)cc2)=[N+]1[O-]` (configuration not stated) gave MMP13 inh -7.0, 5HT1a ag -2.7, TNAP act DEA 0.9, 5HT1a antag 3.2, SF1 activator -8.0, Autofluor 339 1.08, Abs 340nm 1.05, RORa activator 9.5 and NADH enzymes 3.0%.
c1ccc(OCc2nn3c(-c4cccnc4)nnc3s2)cc1 was read as MMP13 inh 4.0, 5HT1a ag -2.0, TNAP act DEA 0.9, SF1 activator 2.8, Autofluor 339 1.1, Abs 340nm 1.03, RORa activator -1.0 and NADH enzymes 3.0%.
For Cc1c(C(=O)N2CCCC2)nnn1-c1nonc1N the results were MMP13 inh 7.6, 5HT1a ag 3.5, TNAP act DEA 0.9, 5HT1a antag -4.4, SF1 activator 23.7, Autofluor 339 1.13, Abs 340nm 1.07, RORa activator -0.6 and NADH enzymes 0.0%.
`O=C1OCCC1Sc1nc(-c2ccccc2)cs1` (configuration not stated) gave MMP13 inh 1.6, 5HT1a ag -2.7, TNAP act DEA 0.9, 5HT1a antag -12.7, SF1 activator 1.7, Autofluor 339 1.02, Abs 340nm 1.01, RORa activator 12.7 and NADH enzymes 6.0%.
`CCOC(=O)c1cc2occc2n1CC(=O)Nc1ccc(OC)cc1OC` gave MMP13 inh 2.0, 5HT1a ag -0.3, TNAP act DEA 1, 5HT1a antag 15.0, SF1 activator -1.7, Autofluor 339 0.98, Abs 340nm 1.01, RORa activator -6.7 and NADH enzymes 5.0%.
Screening COCCN(CCOC)S(=O)(=O)c1ccc(OC)cc1 returned MMP13 inh -10.3, 5HT1a ag -2.3, TNAP act DEA 0.8, 5HT1a antag -3.9, SF1 activator -4.4, Autofluor 339 1.1, Abs 340nm 0.97, RORa activator 9.1 and NADH enzymes 5.0%.
Screening CCn1c(O)c(/C=N/n2cnnc2)sc1=S returned MMP13 inh -1.6, 5HT1a ag 0.7, TNAP act DEA 0.9, 5HT1a antag -12.3, SF1 activator -17.8, Autofluor 339 1.02, Abs 340nm 1, RORa activator -1.0 and NADH enzymes 1.0%.
`O=C(Nc1ccc2c(c1)OCO2)C1CCCN1C(=O)Nc1ccccc1F` (configuration not stated) gave MMP13 inh 10.9, 5HT1a ag 0.2, TNAP act DEA 0.9, 5HT1a antag 3.4, SF1 activator -10.3, Autofluor 339 1.01, Abs 340nm 0.99, RORa activator -3.0 and NADH enzymes 3.0%.
For COc1ccc(NC(=O)CSc2nnc(-c3ccoc3C)n2CCc2ccccc2)cc1 the results were MMP13 inh -0.3, 5HT1a ag -1.3, TNAP act DEA 0.9, 5HT1a antag 18.5, SF1 activator -23.1, Autofluor 339 1.12, Abs 340nm 1.05, RORa activator -7.5 and NADH enzymes 0.0%.
For Cc1nn(C(=O)CN2C(=O)c3ccccc3C2=O)c(C)c1Br the results were MMP13 inh 3.3, 5HT1a ag -1.0, TNAP act DEA 0.9, 5HT1a antag -3.2, SF1 activator 1.9, Autofluor 339 1.07, Abs 340nm 1.05, RORa activator 4.3 and NADH enzymes 4.0%.
Screening C/C(N)=N\S(=O)(=O)c1ccc(Cl)cc1 returned MMP13 inh 4.0, 5HT1a ag -0.9, TNAP act DEA 0.9, 5HT1a antag -3.3, SF1 activator -3.9, Autofluor 339 1.06, Abs 340nm 0.98, RORa activator -6.3 and NADH enzymes 6.0%.
Screening Cc1ccc(OC(=O)c2ccc(C)c(C)c2)cn1 returned MMP13 inh 5.1, 5HT1a ag -1.0, TNAP act DEA 1, 5HT1a antag -12.8, SF1 activator -0.2, Autofluor 339 1.04, Abs 340nm 1.02, RORa activator -15.1 and NADH enzymes 6.0%.
Screening CCCn1c(C)cc(=O)c2cc(NC(=O)c3ccccn3)ccc21 returned MMP13 inh -3.8, 5HT1a ag 0.5, TNAP act DEA 1, 5HT1a antag 24.6, SF1 activator -2.3, Autofluor 339 1.08, Abs 340nm 0.98, RORa activator 0.6 and NADH enzymes 9.0%.
`O=C(Cn1c(NCCO)nc2ccccc21)c1cccs1` gave MMP13 inh 2.4, 5HT1a ag -1.1, TNAP act DEA 0.9, 5HT1a antag 0.3, SF1 activator 19.2, Autofluor 339 1.06, Abs 340nm 1.01, RORa activator -20.7 and NADH enzymes 7.0%.
For OC(CNc1nc2ccccc2s1)c1ccccc1 (configuration not stated) the results were MMP13 inh 6.9, 5HT1a ag -2.2, TNAP act DEA 0.8, 5HT1a antag 5.9, SF1 activator 43.2, Autofluor 339 1.08, Abs 340nm 1.01, RORa activator 10.7 and NADH enzymes 3.0%.
Screening CSc1cccc(NS(=O)(=O)c2cccs2)c1 returned MMP13 inh -1.2, 5HT1a ag -3.6, TNAP act DEA 1, 5HT1a antag 6.0, SF1 activator -9.8, Autofluor 339 1.11, Abs 340nm 1.06, RORa activator -6.1 and NADH enzymes 1.0%.
For CCCCCC(=O)N(O)C1CC(=O)N(c2ccccc2)C1=O (configuration not stated) the results were MMP13 inh 1.5, 5HT1a ag -4.4, TNAP act DEA 1, 5HT1a antag 2.8, SF1 activator -7.9, Autofluor 339 1.09, Abs 340nm 0.99, RORa activator -8.6 and NADH enzymes 10.0%.

High-throughput results (PubChem BioAssay)
